KDM5B inhibitor – Primary screen for KDM5B Histone Demethylases FDH-coupled qHTS; Lysine-specific demethylase 5B (Homo sapiens), Q9UGL1; KDM5B demethylase, FDH-coupled NADH fluorescence (FDH is formaldehyde dehydrogenase); Potency, µM (doses to about 57.7 µM), inactives show top-dose activity change, negative = inhibition, hits mostly inhibitors; actives 2.6% (n = 220,000); AID 1347165, 2019; active = well fitted inhibition curve with a large enough effect; inconclusive = small, poorly fitted or top-dose-only effect; inactive = no such curve, though single readings can be large or run the other way; note: 0% is about no effect; nearly all actives have a fitted effect of over 70% in size
Target sequence (Q9UGL1 whole entry, looked up): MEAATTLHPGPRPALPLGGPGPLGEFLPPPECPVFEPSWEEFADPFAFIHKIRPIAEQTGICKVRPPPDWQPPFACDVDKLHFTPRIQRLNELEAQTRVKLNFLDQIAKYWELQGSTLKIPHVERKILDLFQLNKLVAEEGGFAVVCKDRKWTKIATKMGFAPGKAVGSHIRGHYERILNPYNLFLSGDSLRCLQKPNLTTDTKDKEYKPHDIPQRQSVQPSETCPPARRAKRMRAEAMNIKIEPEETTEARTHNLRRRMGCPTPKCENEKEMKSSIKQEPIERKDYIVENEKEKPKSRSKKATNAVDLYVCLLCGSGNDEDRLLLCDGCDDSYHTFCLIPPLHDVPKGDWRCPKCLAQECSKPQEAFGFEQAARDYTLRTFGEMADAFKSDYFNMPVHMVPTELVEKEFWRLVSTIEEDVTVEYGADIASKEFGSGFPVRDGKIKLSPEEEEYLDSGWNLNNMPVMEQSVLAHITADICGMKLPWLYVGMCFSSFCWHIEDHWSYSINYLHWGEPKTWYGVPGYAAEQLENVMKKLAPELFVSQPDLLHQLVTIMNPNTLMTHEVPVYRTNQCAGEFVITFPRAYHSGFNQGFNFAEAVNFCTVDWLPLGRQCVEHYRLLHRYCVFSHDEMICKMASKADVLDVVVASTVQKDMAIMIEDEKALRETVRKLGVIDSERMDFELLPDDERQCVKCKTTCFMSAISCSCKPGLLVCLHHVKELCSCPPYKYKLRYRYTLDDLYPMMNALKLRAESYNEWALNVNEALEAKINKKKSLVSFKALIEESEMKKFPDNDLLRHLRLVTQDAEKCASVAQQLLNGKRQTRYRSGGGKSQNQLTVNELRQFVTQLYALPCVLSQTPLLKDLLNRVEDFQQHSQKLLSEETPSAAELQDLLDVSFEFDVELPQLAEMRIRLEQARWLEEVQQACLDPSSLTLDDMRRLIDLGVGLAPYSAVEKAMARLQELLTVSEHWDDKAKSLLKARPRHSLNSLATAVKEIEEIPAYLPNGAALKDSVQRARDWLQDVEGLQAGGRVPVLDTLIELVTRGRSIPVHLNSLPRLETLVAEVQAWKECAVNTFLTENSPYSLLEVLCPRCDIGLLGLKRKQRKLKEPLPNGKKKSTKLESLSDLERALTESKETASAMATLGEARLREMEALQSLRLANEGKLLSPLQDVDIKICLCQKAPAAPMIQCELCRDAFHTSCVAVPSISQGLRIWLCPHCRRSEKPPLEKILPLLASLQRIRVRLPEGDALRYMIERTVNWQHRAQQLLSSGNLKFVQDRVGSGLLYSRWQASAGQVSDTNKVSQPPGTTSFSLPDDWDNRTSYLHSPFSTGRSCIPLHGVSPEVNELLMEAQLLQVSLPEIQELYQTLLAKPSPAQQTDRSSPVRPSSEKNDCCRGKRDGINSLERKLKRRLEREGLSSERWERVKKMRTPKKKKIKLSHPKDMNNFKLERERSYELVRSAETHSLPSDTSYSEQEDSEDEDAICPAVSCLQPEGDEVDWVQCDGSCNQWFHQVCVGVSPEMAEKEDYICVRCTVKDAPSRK
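Inhibition is measured as reduced NADH fluorescence generation from FDH coupling to formaldehyde release. Truncated KDM5BΔAP at 200 nM final acts on H3K4me3 peptide (12.5 µM in substrate mix) in pH 7.5 HEPES buffer with Tween-20, 30 min, room temperature.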
Active calls of the source: *; i = inactive; u = inconclusive; [ ] = another dose, or the depositor's remark. Potency is the fitted concentration of half-maximal effect. This is a subset; the hit share may differ from the screen's.

KDM5B inhibitor	SMILES
-10.5%	COc1cccc(NC(=O)NC[C@H]2O[C@@H](CO)[C@@H](O)[C@H]2N2CCN(c3ccc(F)cc3)CC2)c1
-9.4%[149 µM]	C#CCNC(=O)C1=NOC2CN(C(=O)NC(C)C)CC12 (stereo not drawn)
2.4%	Cn1nc(C(=O)OC2CCCCCC2)c2ccccc2c1=O
22.1%	Cc1c(NC(=O)C2CCN(S(=O)(=O)Cc3ccc(F)cc3)CC2)c(=O)n(-c2ccccc2)n1C
2.9%[86.2 µM]	Fc1ccc2nc([C@H]3CCN(Cc4ccc(F)c(F)c4)C3)[nH]c2c1
u	OCc1ccc(CN2C[C@H](O)C[C@H]2c2nc(-c3ccc(F)cc3)no2)o1
u	O=C1COCC2(CN(c3ccccc3)C2)CN1c1ccc(OC(F)(F)F)cc1
11.9%	O=C1NC2CCCCC2=C1CC(=O)N1CCOCC1 (stereo not drawn)
0.3%	C1CC(Cc2nc(C3CC3)n[nH]2)CN1 (stereo not drawn)
5.8%	COc1ccc(F)cc1S(=O)(=O)NC1CCc2nnc(C3CC3)n2CC1 (stereo not drawn)
i	CC(C)OC(=O)c1cc2c(ccn2-c2ccc(F)cc2)n1CC(=O)N1CCN(C(=O)c2ccco2)CC1
267.9%[activator]	CCc1cc(=O)oc2cc(OC(C)C(=O)NCc3ccc(S(N)(=O)=O)cc3)ccc12 (stereo not drawn)
-4.2%	COC(=O)c1cccc(NC(=O)c2cc(=O)c3ccccc3o2)c1
-26.8%	COc1ccccc1C(=O)NCCSc1c(C)[nH]c2ccccc12
17.1%	CN(CC1CCCO1)S(=O)(=O)c1ccc(C(=O)Nc2ccc(F)cc2)cc1 (stereo not drawn)
-18.1%	CCOc1ccc(NC(=O)c2ccc3c(SCC(=O)O)c4c(nc3c2)CCCC4)cc1
-6.7%	CNC(=O)[C@@H]1CN(C(=O)c2ccc(F)c(Cl)c2)C[C@H]1COC
16.8%	CC(=O)NC(Cc1cccc(C)c1)C(=O)NC1CCN(C(=O)NCc2ccccc2)CC1 (stereo not drawn)
3.7%	CSC(=Nc1ccccc1)C(C#N)c1nc2ccccc2[nH]1 (stereo not drawn)
10.0%	CCCN(Cc1nnc(-c2ccccc2Cl)o1)C(=O)c1ccc(S(=O)(=O)N2CCCC2)cc1

KDM5B inhibitor	SMILES
-13.6%	COc1ccc(CN2C[C@@H]3C(=O)N(CCCN4CCCC4=O)C(=O)[C@@H]3C2)cc1OC
18.2%	Cc1ocnc1C(=O)N1CCC2(CCCN(CCCc3ccccc3)C2=O)C1 (stereo not drawn)
23.8%	CC(C)C(=O)NCCC1CCN(C(=O)Nc2cc(F)ccc2F)CC1
5.5%	Cc1cc(NC(=O)CN2C(=O)c3cccnc3Sc3ccccc32)ccc1Br
u	O=C(NCc1ccncc1)c1cc2n(n1)CC(c1ccc(Br)cc1)OC2 (stereo not drawn)
35.5µM*	COc1cccc2c1CCN=C2C[C@H]1CN(C(=O)C2CCC2)CC[C@H]1CC(=O)O
-25.9%	CN(C)CCNC(=O)c1ccc2c(=O)n3c(nc2c1)CCCCC3
-9.4%	CCN(CC)S(=O)(=O)c1ccc2c(c1)cc(C(=O)NC(C)Cc1ccco1)n2C (stereo not drawn)
7.0%	O=C1CCN(C(=O)CC2CCCCC2)CCCC(c2nc(-c3cccnc3)no2)CCN1 (stereo not drawn)
u	Cc1ccccc1CC(=O)Nc1ccc2c(C)cc(=O)oc2c1
-21.2%[149 µM]	Fc1ccc(OC2CN(Cc3cccc4ccccc34)C2)c(F)c1
-18.4%	CCCSc1ncc(Cl)c(C(=O)N2CCN(c3ccc(OC)cc3)CC2)n1
-20.5%[86.2 µM]	CN(C)c1ccc(CN2CCOC[C@H]2c2ncc(-c3ccncc3)[nH]2)cc1
-25.6%	O=C(O)CC1NCCNC1=O (stereo not drawn)
-2.5%	CC(C)(C)c1cc(CCC(=O)Nc2ccncc2)cc(C(C)(C)C)c1O
12.2%	CCc1nc(C#N)c(NCCc2ccc(OC)cc2)o1
u	COc1ccc(-c2nnc3n2CCN(C(=O)c2cccc(OC)c2)C3)cc1
-12.4%[115 µM]	CCNC(=O)N[C@H]1[C@H](O)[C@H](O)C[C@@H]1c1ccncc1
20.0%	CC(C)C(=O)NCC(=O)O
24.2%	C[C@]1(O)CCN(C(=O)CCc2c[nH]c3ccccc23)C[C@@H]1O

KDM5B inhibitor	SMILES
7.6%	COc1ccc(Cl)cc1NC(=O)CSc1nc2ccccc2nc1C
-3.0%	COC1CN(C2CCN(C(=O)c3cccnc3C)CC2)C12CCOCC2 (stereo not drawn)
-13.2%	O=C(Nc1ccccc1C(F)(F)F)C1(S(=O)(=O)c2ccc(Cl)cc2)CC1
u	Cc1cc(C)c(NC(=O)COc2ccc3c(C)cc(=O)oc3c2)c(C)c1
u	O=C(Nc1ccccc1)N1CCCN(c2nc3ncccc3o2)CC1
1.1%	CCN(CC)S(=O)(=O)c1ccc2c(c1)nc(SCC(=O)Nc1ccc3c(c1)OCO3)n2CC
28.2µM*	C=CCOC(=O)C1=C(C)N=C2SC=C(CC(=O)N3CCCC3)N2C1c1cccc(OC)c1OC (stereo not drawn)
u	CCNC(=O)N[C@H]1[C@H](O)[C@@H](N2CCOCC2)[C@@H]2OC[C@H]1O2
11.4%	Cc1cc(C)cc(N(CC(=O)NC2CCCC2)C(=O)CCC(=O)Nc2nccs2)c1
4.6%	CN(CC(=O)NCCc1cccc2ccccc12)c1ncnc2nc[nH]c12
0.9%	Cc1noc([C@@H]2CN(C3CCCC3)C[C@H]2CO)n1
12.5%	Cc1nn(C)c(C)c1CC(=O)Nc1nc(C2CC2)cs1
u	CCN1c2cc(C(=O)Nc3cccc(OC(F)(F)F)c3)ccc2C(=O)N2CCCCC21 (stereo not drawn)
2.8%	CCC(C)NC(=O)C1COC2(CCC(C)CC2)N1C(=O)c1cccc(F)c1 (stereo not drawn)
u	CCNC(=O)c1sc2ncnc(NC[C@H]3C[C@@H]4C=C[C@H]3C4)c2c1C
-3.1%	CC(C)C(NC(=O)c1ccccc1)C(=O)N[C@@H](C)c1nnc2ccccn12 (stereo partly drawn)
-1.9%	O=C(Nc1cc(-c2nc3ccccc3o2)ccc1Cl)c1cc([N+](=O)[O-])ccc1N1CCOCC1
u	O=C(Cc1c(F)cccc1Cl)N1CCCN(c2cc(-c3ccccc3)[nH]n2)CC1
2.4%	CCc1ccc2oc(=O)cc(CN3CCN(c4ccccc4)CC3)c2c1
21.1%	O=C(CCC1CCN(C(=O)c2ccccc2Cl)CC1)NC1CC1

4 records picked at random from the list so far:
KDM5B inhibitor	SMILES
0.9%	Cc1noc([C@@H]2CN(C3CCCC3)C[C@H]2CO)n1
u	O=C(Nc1ccccc1)N1CCCN(c2nc3ncccc3o2)CC1
2.8%	CCC(C)NC(=O)C1COC2(CCC(C)CC2)N1C(=O)c1cccc(F)c1 (stereo not drawn)
12.5%	Cc1nn(C)c(C)c1CC(=O)Nc1nc(C2CC2)cs1

Further structures follow:
KDM5B inhibitor	SMILES
1.3%	CNC(=O)[C@@H]1CN(S(=O)(=O)Cc2ccccc2)C[C@H]1COC
u	Clc1cccc(C=Nc2cccc3ccccc23)c1Cl
-20.7%[86.2 µM]	CC(=O)NC1(C)CCN(Cc2cccc(Oc3ccccc3)c2)CC1
u	C=CCN1CCN(C(=O)CCC[C@H]2NC[C@@H]3C[C@H]2CN(Cc2ccccc2)C3)CC1
18.0%	CC(=O)c1ccc(C(=O)N(C)C(c2ccccc2)c2ccccc2)s1
3.9%	CCc1ccc(NC(=O)c2cc3c(COC(C)=O)cnc(C)c3oc2=O)cc1
-3.6%	Cc1ccc(S(=O)(=O)Nc2ccc(S(=O)(=O)Nc3nccs3)cc2)c([N+](=O)[O-])c1
u	O=C(NCC1CCCO1)C(=O)N/N=C/c1cc(Cl)ccc1O (stereo not drawn)
12.1%	COc1cc(OC)cc(C(=O)Nc2ncc3c(n2)CC(c2ccc(Cl)cc2)CC3=O)c1 (stereo not drawn)
20.7%	O=C(CSc1nc(Cl)nc2nc[nH]c12)NCCc1ccccc1
u	Cc1cccc(NC(=O)N2CCC(N3CC4CC(C3)[C@H]3CCCC(=O)N3C4)CC2)c1 (stereo partly drawn)
13.8%	O=C(NC1C[C@H]2CC[C@@H](C1)N2C(=O)CC1CCCCC1)c1ccc(F)cc1 (stereo partly drawn)
-0.8%	O=C(CN1CCN(CC(=O)Nc2cccc(F)c2)CC1)NCCc1c[nH]c2ccccc12
u	CC(C)N1CCc2c(sc(NC(=O)c3ccc(S(=O)(=O)N(C)C4CCCCC4)cc3)c2C(N)=O)C1
-16.8%	Cc1cc(C(=O)N2CCN(c3ncccn3)CC2)c2c(C)noc2n1
u	Cc1ccc2scc(N3CCN(c4ccc(F)cc4)CC3)c(=O)c2c1
u	CC(C)C[C@@H]1N[C@H](C(=O)NCc2ccc(F)cc2)Cc2cn(C)c3cccc1c23
u	COc1cc(NC(=O)c2nn(C)c3c2CS(=O)(=O)c2ccccc2-3)cc(OC)c1
-8.0%	COc1ccc(C(=O)N2CCCC(c3noc(COc4ccccc4)n3)C2)cn1 (stereo not drawn)
-11.4%[86.2 µM]	CC1(C)C(=O)N(CC2CCOCC2)[C@H]2CN(Cc3cccnc3N)C[C@H]2[S+]1(=O)[O-]

KDM5B inhibitor	SMILES
2.1%	CC(C)c1ccc(N(CC(=O)NC2CCCC2)C(=O)CCC(=O)Nc2ccccn2)cc1
-6.4%	CC1CCC(NC(=O)c2ccc3c(c2)N(Cc2ccccc2F)C(=O)c2ccccc2S3)CC1 (stereo not drawn)
-9.2%	COc1ccc(OC)c(S(=O)(=O)N2CCC(Cc3ncc(C)n3C3CC3)C2)c1 (stereo not drawn)
2.7%	CCOC(=O)c1cnc(SCc2nc(-c3ccccc3C)oc2C)nc1N
-18.6%	Cc1ccc(C)c(CN2C(=O)c3ccccc3Sc3ccc(C(=O)NCc4ccc5c(c4)OCO5)cc32)c1
u	COc1ccccc1/C=C/c1nc(C#N)c(N2CCCCC2)o1
-25.3%	Cc1cccc(OCC(=O)N2CCCC(c3noc(COc4ccccc4F)n3)C2)c1 (stereo not drawn)
-4.4%	COc1cccc2c1OCC(C(=O)NCCSc1ccc(C)cc1)C2 (stereo not drawn)
u	Cc1ccc(-c2cc(C(=O)OCC(=O)N3CCCC3=O)c3ccccc3n2)o1
0.6%	CCc1nnc2c(Nc3cccc(C(C)=O)c3)nc3ccccc3n12
1.3%[86.2 µM]	O=C1c2cnc(-c3cccnc3)nc2OCCN1Cc1ccccc1
-0.8%	CCc1c(C)nc2ncnn2c1Sc1ccc(NC(=O)c2ccc(OC)c(OC)c2)cc1
-10.7%	Cc1ccc2onc(CC(=O)N3CCN(c4ccc(F)cc4)CC3)c2c1
u	CCOc1ccc(NC(=O)c2nc(S(=O)(=O)Cc3ccccc3F)ncc2Cl)cc1
6.4%	N#CCCn1c(SCC(=O)Nc2ccc3c(c2)CCC3)nc2ccccc21
-18.7%	O=C1[C@@H]2C[C@@H](O)CN2C2(CN(Cc3ccccc3F)C2)C(=O)N1Cc1cccc(Cl)c1
-9.9%	N#Cc1cccc(S(=O)(=O)NCC(=O)O)c1
u	COc1ccnc(-c2nnc3ccc(NC4CCOCC4)nn23)c1
27.8%	Nc1cc(=O)[nH]c2nnc(SCC(=O)Nc3cccc4ccccc34)n12
-19.3%	O=C(Nc1cccc(C(=O)N2CCCCC2)c1)c1nsc2ccccc12

Arranged by value in KDM5B inhibitor (ascending): six of the compounds above
KDM5B inhibitor	SMILES
-9.2%	COc1ccc(OC)c(S(=O)(=O)N2CCC(Cc3ncc(C)n3C3CC3)C2)c1 (stereo not drawn)
-4.4%	COc1cccc2c1OCC(C(=O)NCCSc1ccc(C)cc1)C2 (stereo not drawn)
1.1%	CCN(CC)S(=O)(=O)c1ccc2c(c1)nc(SCC(=O)Nc1ccc3c(c1)OCO3)n2CC
7.6%	COc1ccc(Cl)cc1NC(=O)CSc1nc2ccccc2nc1C
12.1%	COc1cc(OC)cc(C(=O)Nc2ncc3c(n2)CC(c2ccc(Cl)cc2)CC3=O)c1 (stereo not drawn)
20.7%	O=C(CSc1nc(Cl)nc2nc[nH]c12)NCCc1ccccc1

Next section.
KDM5B inhibitor	SMILES
u	Cc1cc(NC(=O)COc2ccc3c(C)c(C)c(=O)oc3c2)no1
6.3%	COC(=O)c1ccc(NC(=O)c2nn(C)c3c2CS(=O)(=O)c2ccccc2-3)cc1
u	COc1ccc(Cl)cc1NC(=O)Cn1cc(S(=O)(=O)Cc2cccc(Cl)c2)c2ccccc21
-9.3%	CC(=O)c1ccc(NC(=O)c2ccc3ccn(C)c3c2)cc1
u	COC(=O)Cn1c(=O)c2c(nc3n2CCN3c2ccc(F)cc2)n(C)c1=O
u	CCCn1c(=O)[nH]c(=O)c2c1nc(-c1ccc(C#N)cc1)n2CCN1CCOCC1
u	CCCn1nnnc1CN1CCCC1c1ccc2c(c1)OCCO2 (stereo not drawn)
u	Cc1ccc(S(=O)(=O)c2c(N)n(CCCN(C)C)c3nc4ccccc4nc23)cc1
3.8%	CCCCn1c(=O)[nH]c(=O)c2c1nc(CN1CCOC(C)C1)n2C (stereo not drawn)
-18.4%	CCOC(=O)C1=NNC(C(=O)c2ccccc2)C1c1ccc(Cl)cc1 (stereo not drawn)
20.0%	Cn1c(=O)oc2cc(S(=O)(=O)NCc3cccnc3)ccc21
4.8%	Cc1ccccc1-c1nnn(CC(=O)N2CCC(c3nc4ccccc4s3)CC2)n1
-3.0%	Cc1cc(NC(=O)C(C)(C)C)cc(-c2nc3cc(Cl)ccc3o2)c1O
7.3%	C#CCN1CCC(C(=O)NC(c2ccccc2)C(F)(F)F)CC1 (stereo not drawn)
-9.3%	CC(C)(Oc1ccc(Cl)cc1)c1nn2c(COc3ccc(F)cc3)nnc2s1
15.5%	COCc1nncn1C1CCN(C(=O)c2cccc(C(F)(F)F)c2)CC1

Bioassay records from PubChem.
